Source: PubChem BioAssay (several laboratories)
m-calpain inh = blocks pig calpain II enzyme activity; 220,000 compounds, 0.37% hits; purified calpain II, fluorogenic peptide substrate, 30 min; inhibition, % at 16 µM;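 active = inhibition above about 50%, limit read from the data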
TRPML3 agonist = human mucolipin-3 channel agonism; HEK293 TRPML3-YFP, Fluo-8 calcium fluorescence; 100% = the carbachol control signal; 220,000 compounds, 0.29% hits; Q8TDD5; activation, % at 3 µM;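 active = activation above its plate's cutoff, the mean activation of the plate's test wells plus 3 SD, cut at about 12% in these data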;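 note: 0% = DMSO only wells and 100% = carbachol wells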
Target sequence (Q8TDD5 whole entry, looked up): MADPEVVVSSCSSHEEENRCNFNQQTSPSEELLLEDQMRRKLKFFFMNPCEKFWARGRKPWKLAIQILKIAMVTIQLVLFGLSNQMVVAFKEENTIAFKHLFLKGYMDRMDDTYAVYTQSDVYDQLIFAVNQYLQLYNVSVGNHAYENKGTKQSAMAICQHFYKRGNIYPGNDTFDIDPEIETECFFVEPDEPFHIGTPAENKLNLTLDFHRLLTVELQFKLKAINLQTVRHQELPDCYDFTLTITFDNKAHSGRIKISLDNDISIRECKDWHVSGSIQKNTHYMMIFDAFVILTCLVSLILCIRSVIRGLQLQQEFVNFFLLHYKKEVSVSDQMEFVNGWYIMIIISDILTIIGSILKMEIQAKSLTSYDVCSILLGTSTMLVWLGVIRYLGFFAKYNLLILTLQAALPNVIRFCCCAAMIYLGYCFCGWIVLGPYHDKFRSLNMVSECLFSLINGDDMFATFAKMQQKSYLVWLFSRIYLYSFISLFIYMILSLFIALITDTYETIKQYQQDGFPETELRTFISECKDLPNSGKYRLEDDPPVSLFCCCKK
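system = HEK293 cells stably carrying human TRPML3-YFP | doses = one concentration, 3 µM nominal, 0.3% DMSO | timing = dye loading 1 h 37 °C then 30 min ambient, 125 s read | detection = Fluo-8 calcium dye fluorescence, ex 470-495, em 515-575 nm | benchmarks = high control carbachol 87 µM, low control DMSO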
PPC-1+TRAIL kill = compounds killing PPC-1 cancer cells with TRAIL present (potentiator screen, no TRAIL-free arm); PPC-1 cells + TRAIL, ATPLite viability luminescence; cell killing (% activity), % at 4 µM; 220,000 compounds, 0.41% hits; AID 1443;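 active = cell killing above 50% in the first pass at 4 µM, then a duplicate retest at 5 µM averaging 50% or more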;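 note: plate controls were cells with TRAIL plus DMSO for no effect and medium-only wells lacking cells for full effect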
EBV gp42 block = inhibitors of Epstein-Barr virus glycoprotein 42; 220,000 compounds, 0.42% hits; AID 1085; inhibition, % (tested at 21.74 µM); Fluorescence polarization binding assay, mP read-out; Q1HVG2; in the data active = inhibition above about 50%
Target sequence (Q1HVG2 whole entry, looked up): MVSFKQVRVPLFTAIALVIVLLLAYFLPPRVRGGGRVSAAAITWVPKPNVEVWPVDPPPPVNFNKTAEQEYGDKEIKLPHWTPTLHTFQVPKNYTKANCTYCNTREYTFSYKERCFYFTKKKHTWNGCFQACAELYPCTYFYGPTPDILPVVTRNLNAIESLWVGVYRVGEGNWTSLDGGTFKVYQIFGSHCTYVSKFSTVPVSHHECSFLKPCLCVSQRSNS
Thrombin inh = blocks human thrombin protease activity. alpha-thrombin, Boc-VPR-AMC fluorogenic substrate cleavage. inhibition, % at 5 µM. 220,000 compounds, 0.26% hits. P00734. AID 1046;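 active = inhibition at or above 40%; inactive = inhibition below 40%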;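 note: 0% = enzyme with no compound and 100% = wells without enzyme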
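Material: human alpha-thrombin protein. Incubation: reaction at ambient temperature. Technique: fluorescence of released AMC, ex 355 nm, em 460 nm. Control set: no-compound enzyme wells and no-enzyme blanks. Also added: Boc-VPR-AMC substrate, 15 µM final. Buffer or medium: pH 7.5 Tris (50 mM) with NaCl 150 mM, Tween 20 0.05%.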
Tb hexokinase = blocks Trypanosoma brucei hexokinase 1 activity | recombinant TbHK1, G6PDH-coupled NADH A340 | inhibition, % at 10 µM | 220,000 compounds, 0.11% hits | AID 1430;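 active = inhibition of 50% or more in the single-dose primary screen; inactive = inhibition below 50%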
Cl transport mod = modulates chloride dependent transport by human KCC2. Q9H2X9. KCC2 cells, thallium flux FluoZin-2 fluorescence. B-score of Tl+ flux slope (higher = more flux/activation; lower = inhibition) at 10 µM. 190,000 compounds, 2.2% hits. AID 1456;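 active = thallium flux slope and its plate-corrected score both differing from the plate sample mean at a set confidence after two filtering rounds, in either direction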;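 note: slope of fluorescence scaled to starting intensity during 10 to 20 s after thallium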
Furin inhibitor = human furin inhibition | inhibition, % at 30 µM | P09958 | 220,000 compounds, 0.061% hits | purified furin, fluorogenic substrate cleavage; in the data active = inhibition above about 25%; note: inactives centre near -15
TRPN1 ag = zebrafish TRPN1 (NompC) channel agonism; HEK293 zebrafish TRPN1-YFP, Fluo-8 calcium fluorescence; 100% = response to 87 µM carbachol; activation, % at 3 µM; 220,000 compounds, 0.18% hits;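 active = activation above its plate's cutoff, the mean activation of test wells on that plate plus 3 SD, cut at about 19% in these data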;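 note: 0% = DMSO alone and 100% = 87 µM carbachol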
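Material – zebrafish TRPN1-YFP in HEK293 cells · Doses – 3 µM single point · Schedule – dye 1 h 37 °C plus 30 min RT · Signal – Fluo-8 calcium fluorescence, excitation 470-495 nm, emission 515-575 nm · Read-out – % activation versus carbachol response · Control set – carbachol high, DMSO low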
* = called active by the depositor; x = no result given; [ ] = another dose, or the depositor's remark.

cpd	Structure	m-calpain inh	TRPML3 agonist	PPC-1+TRAIL kill	EBV gp42 block	Thrombin inh
1	Cc1noc(C)c1S(=O)(=O)N1CCC2(CC1)OCCO2	-8.2	1.0	10.6	-26.4	0.8
2	Cc1cc(C)c(S(=O)(=O)N2CCCC2=O)c(C)c1	-16.1	1.4	2.2	0.1	-2.2
3	C=CCN(c1ccccc1)S(=O)(=O)c1ccc2c(c1)oc(=O)n2C	-1.9	0.3	1.9	-10.3	-4.7
4	COc1cccc(C(=O)N2CCN(Cc3ccccc3[N+](=O)[O-])CC2)c1	3.4	0.1	10.2	-0.1	-9.2
5	O=C(CCc1nc(-c2ccccc2)no1)NCCc1ccccc1	-11.2	0.4	18.3	-3.9	-1.3
6	CCC(C)/C(C)=N/Nc1ccc(S(N)(=O)=O)cc1[N+](=O)[O-] (centres undefined)	-7.2	-0.1	-8.8	8.5	-3.7
7	Cc1ccc(C(=O)Oc2cccc(NC(=O)c3cccs3)c2)cc1S(=O)(=O)N1CCOCC1	3.9	0.4	20.7	-15.0	-8.1
8	Cn1c(SCC(=O)OC2CCCCC2)nnc1-c1ccc2c(c1)OCO2	13.2	-0.5	-4.0	-10.0	-1.6

cpd	Tb hexokinase	Cl transport mod	Furin inhibitor	TRPN1 ag
1	1.2	x	-18.1	-0.5
2	-0.2	1.39	-11.5	-0.2
3	-0.5	-2.99	-25.0	0.7
4	-6.4	-0.976	-15.7	-0.6
5	1.6	-2.54	-11.0[20 µM]	1.1
6	-4.1	1.06	-18.2	-2.9
7	-12.4	-1.18	-10.9[20 µM]	2.2
8	2.7	-0.46	-27.5	-0.3

More structures.
cpd	Structure	m-calpain inh	TRPML3 agonist	PPC-1+TRAIL kill	EBV gp42 block	Thrombin inh
9	O=C(COC(=O)Cc1ccc2c(c1)OCCO2)Nc1ccc(S(=O)(=O)N2CCCC2)cc1	7.3	0.1	7.0	10.0	2.1
10	Cc1cc(C(=O)CSc2ccc(Cl)cc2)cc(C)c1OC(=S)N(C)C	-17.8	0.6	18.5	-15.0	1.6
11	Cc1ccc2c(COC(=O)c3n[nH]c4ccccc34)cc(=O)oc2c1	-61.7	0.3	3.2	-16.9	-8.9
12	O=C(CNC(=O)c1ccccc1)OC(C(=O)Nc1cc(C(F)(F)F)ccc1Cl)c1ccccc1 (centres undefined)	0.0	-0.3	3.0	-3.2	4.2
13	COc1cccc(NC(=O)Nc2cccn(Cc3ccccc3)c2=O)c1	-23.4	3.1	14.3	-0.8	0.7
14	COc1ccc(CCNC(=O)COc2ccc(-c3ccc(C)cc3)cc2)cc1OC	17.9	-0.6	-8.2	-20.9	8.4
15	Cc1cc(C)n(-c2nc(C)nc3c2cnn3-c2ccccc2)n1	-3.2	0.9	2.8	-10.8	-0.9
16	COc1cccc(-c2nnn(CC(=O)NC3CCCC3)n2)c1OC	-9.4	0.2	6.8	-12.2	5.9

cpd	Tb hexokinase	Cl transport mod	Furin inhibitor	TRPN1 ag
9	-3.7	0.606	-10.1[20 µM]	1.0
10	-0.7	0.433	-4.1[20 µM]	-0.2
11	-1.3	0.259	-14.1	0.0
12	-2.9	-0.436	-10.5[20 µM]	-1.3
13	2.5	-1.91	-23.9[20 µM]	5.1
14	0.0	x	-4.6	-0.1
15	-0.8	x	-23.2	2.0
16	5.6	-0.143	-17.1	0.5

Additional structures:
cpd	Structure	m-calpain inh	TRPML3 agonist	PPC-1+TRAIL kill	EBV gp42 block	Thrombin inh
17	CCC1CCCCN1C(=O)COc1ccc(F)cc1 (centres undefined)	22.4	-0.1	15.2	2.5	-3.9
18	O=C(Cn1cnc2cc([N+](=O)[O-])ccc2c1=O)NCc1ccccc1	-43.4	-0.3	0.9	2.8	1.2
19	CCCCNC(=O)c1ccc(-n2c(=S)[nH]c3ccccc3c2=O)cc1	-19.7	0.7	7.2	-0.9	-18.1
20	O=c1[nH]c2ccccc2n1CCCSc1cnc2ccccc2n1	20.2	-0.5	-9.7	-7.4	0.7
21	O=C1NN(c2ccccc2)C(=O)/C1=C\c1ccccc1OCC(=O)N1CCOCC1	19.8	0.1	18.9	-1.9	-5.0
22	CCOC(=O)Cc1csc(NC(=O)c2cc3ccccc3o2)n1	18.6	1.1	14.0	-12.7	-7.8
23	CC(C)OC(=O)c1nnc(Cc2ccc(Cl)cc2)o1	-14.2	0.1	-6.7	-9.0	-1.2
24	CCCCN=C1NC(=O)C(CC(=O)NCCc2ccc(OC)cc2)S1 (centres undefined)	-4.7	0.3	5.1	-19.6	0.0

cpd	Tb hexokinase	Cl transport mod	Furin inhibitor	TRPN1 ag
17	5.6	0.0242	-4.8	0.1
18	-2.4	x	-14.8	1.8
19	-6.5	1.81	-8.2	0.4
20	-6.2	-0.923	-13.9[20 µM]	-0.4
21	-1.3	0.939	-8.0	0.3
22	-14.7	0.756	-12.8	4.2
23	-5.0	-0.0117	-6.9	0.9
24	2.7	-1.62	8.1	-0.7

Of the compounds above, 4 contain a halogen:
cpd	Structure	m-calpain inh	TRPML3 agonist	PPC-1+TRAIL kill	EBV gp42 block	Thrombin inh
10	Cc1cc(C(=O)CSc2ccc(Cl)cc2)cc(C)c1OC(=S)N(C)C	-17.8	0.6	18.5	-15.0	1.6
12	O=C(CNC(=O)c1ccccc1)OC(C(=O)Nc1cc(C(F)(F)F)ccc1Cl)c1ccccc1 (centres undefined)	0.0	-0.3	3.0	-3.2	4.2
17	CCC1CCCCN1C(=O)COc1ccc(F)cc1 (centres undefined)	22.4	-0.1	15.2	2.5	-3.9
23	CC(C)OC(=O)c1nnc(Cc2ccc(Cl)cc2)o1	-14.2	0.1	-6.7	-9.0	-1.2

cpd	Tb hexokinase	Cl transport mod	Furin inhibitor	TRPN1 ag
10	-0.7	0.433	-4.1[20 µM]	-0.2
12	-2.9	-0.436	-10.5[20 µM]	-1.3
17	5.6	0.0242	-4.8	0.1
23	-5.0	-0.0117	-6.9	0.9

Additional results follow:
cpd	Structure	m-calpain inh	TRPML3 agonist	PPC-1+TRAIL kill	EBV gp42 block	Thrombin inh
25	Cc1ccc(CCNC(=O)C23C[C@H]4C[C@@H](C2)CC(n2nnc(C)n2)(C4)C3)cc1	-10.8	0.6	13.5	4.7	-0.3
26	O=C(Nc1nnc(COc2ccccc2F)s1)Nc1ccccc1F	13.4	-0.9	7.1	-4.5	3.0
27	CCc1ccc(NC(=O)CCNS(=O)(=O)c2cccc3nonc23)cc1	16.2	0.1	1.0	-15.2	27.7
28	CCOC(=O)c1c(NC(=S)Nc2ccc(OC)cc2)sc2c1CCCCC2	-3.6	0.6	12.2	-4.3	1.2
29	O=C(C1CCCN(S(=O)(=O)c2cccc3nsnc23)C1)N1CCc2ccccc21 (centres undefined)	-8.9	0.9	4.7	10.4	0.5
30	O=C(O)c1ccc(CSc2nnc(-c3cccnc3)n2-c2ccc(Br)cc2)cc1	-22.1	0.6	2.9	-2.1	-4.1
31	COc1ccc(C2CC2/C(=N/O)c2ccccn2)cc1 (centres undefined)	5.8	0.6	-5.0	4.6	-16.3
32	COc1ccccc1CNC(=O)CCc1nc2ccccc2c(=O)[nH]1	15.2	0.5	-0.7	-37.2	0.3

cpd	Tb hexokinase	Cl transport mod	Furin inhibitor	TRPN1 ag
25	1.9	1.38	-11.8	-2.1
26	-7.7	2.58*	-20.4	-2.6
27	1.3	-0.465	-24.0	0.1
28	-0.9	4.66*	-23.8	0.8
29	-7.7	x	-11.3	3.3
30	-4.1	0.496	-23.1	1.8
31	2.8	0.0314	-11.2	0.5
32	-8.1	-0.107	-10.1[20 µM]	0.5

Later entries.
cpd	Structure	m-calpain inh	TRPML3 agonist	PPC-1+TRAIL kill	EBV gp42 block	Thrombin inh
33	Cc1ccc(C[n+]2cc(-c3ccc(Cl)cc3)n3c2CCC3)cc1	-2.6	1.1	7.1	-8.2	-10.3
34	O=C(CC(Cc1ccccc1)c1ccco1)NCc1ccco1 (centres undefined)	-5.8	-0.2	7.5	-10.7	1.6
35	Cc1cc(C)n(-c2nnc3n2N=C(c2ccccc2)CS3)n1	18.9	-0.5	28.4	-4.2	-7.9
36	CC1=CC(C)(C)[N+](C)(C)c2ccc(C)cc21	17.8	0.5	10.9	-17.9	-11.2
37	CCOC(=O)N1CCN(S(=O)(=O)c2ccc3c(c2)CCN3C(=O)C2CC2)CC1	10.2	0.7	-11.6	0.8	-4.4
38	COCC(C)n1c(C)cc(C(=O)COC(=O)c2ccc3ncsc3c2)c1C (centres undefined)	x	2.4	-0.1	x	3.6
39	CCCS(=O)(=O)N1CCCC(C(=O)NCCN(CC)c2ccccc2)C1 (centres undefined)	-8.7	0.2	2.8	-8.9	-1.2
40	N#CCCn1cc(C(CC(=O)c2ccc(Br)cc2)C(=O)O)c2ccccc21 (centres undefined)	4.2	0.4	10.5	-7.7	-1.9

cpd	Tb hexokinase	Cl transport mod	Furin inhibitor	TRPN1 ag
33	-3.0	0.741	-26.2	-0.4
34	-3.6	-3.61	-15.2	-1.1
35	-7.1	x	-18.4[20 µM]	-0.7
36	-1.1	x	-26.2	0.0
37	1.7	x	-23.6	2.0
38	-1.4	x	-23.8	4.8
39	0.7	0.265	-20.4	0.8
40	-13.5	x	-15.1	1.0

Further structures:
cpd	Structure	m-calpain inh	TRPML3 agonist	PPC-1+TRAIL kill	EBV gp42 block	Thrombin inh
41	C=CCC(CC)C(=O)NC(=O)N1CCCc2ccccc21 (centres undefined)	12.4	-0.2	4.4	-7.2	-3.2
42	CCOc1ccccc1NC1=C(Cl)C(=O)N(Cc2ccccc2)C1=O	25.1	-0.4	-2.6	-14.4	-1.8
43	CN(C)C(=O)c1c([N+](=O)[O-])ncn1C	14.3	-0.2	16.6	-2.5	6.0
44	COc1cc(C2C(C(=O)N3CCOCC3)=C(C)NC3=C2C(=O)CCC3)ccc1OC(C)=O (centres undefined)	-305.1	0.4	3.5	-13.5	-0.8
45	COc1ccc2c(c1)-c1c(sn(-c3ccc(OC)c(OC)c3)c1=S)C(C)(C)N2	-49.3	-1.2	22.7	-10.6	-0.1
46	COc1ccc2c(c1OC)CN(C)CCc1cc3c(cc1C(O)C2)OCO3 (centres undefined)	-23.4	0.3	10.0	-25.9	3.0
47	Cc1nc2sc(-c3ccccc3)cc2c(=O)[nH]1	-1.0	1.2	65.0*[5 µM]	-9.2	-6.9
48	CC(=C/c1ccccc1)/C=N/N1CCN(Cc2ccc(C)cc2)CC1	-1.9	0.4	6.4	-18.5	-5.9

cpd	Tb hexokinase	Cl transport mod	Furin inhibitor	TRPN1 ag
41	0.0	0.499	-25.9	1.5
42	11.6	0.268	-10.9[20 µM]	-1.0
43	-7.9	-1.36	-12.2	1.2
44	-9.3	-0.0318	13.4[20 µM]	0.4
45	-15.5	-0.089	-12.3[20 µM]	-1.0
46	-5.7	0.231	-29.1	0.6
47	-13.2	-0.0513	-11.3[20 µM]	0.0
48	-15.2	0.584	-28.4	0.1
